# Compound activity from PubChem.
# PglD inh – PglD (C. jejuni) enzyme inhibition; purified PglD enzyme, DTNB colorimetric CoA detection; inhibition, % at 12.5 µM; hit rate 0.098% among 360,000; in the data active = inhibition above about 16%, passing the limit was not always enough; inconclusive = no clear call, values can overlap the other calls; note: strong numbers were not always called active
# GSIS activator – GLuc luminescence reporter in INS-1E cells, primary screen for activators of glucose-dependent secretion of insulin; activation, % at 16.6 µM; INS-1E GLuc reporter insulin secretion, 2-3 h; AID 743287; hit rate 0.61% among 370,000;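 active = lowest replicate activation of at least 40%, so every replicate reaches that level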;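 note: 0% = median of neutral control wells and 100% = median of IBMX positive control wells; some compounds called inactive have numbers as strong as hits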
# LGR2 antag – blocks bursicon-induced cAMP signaling via Drosophila LGR2 | HEK293 LGR2, CRE-luciferase, bursicon-stimulated, 4 h | inhibition, % at 9.99 µM | hit rate 0.35% among 380,000;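 active = drop in luminescence signal, shown as inhibition above about 50% in the replicate tests, limit read from the data, passing the limit was not always enough; inconclusive = probably only some replicates passing the limit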;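 note: agonist challenge used bursicon conditioned medium at about half maximal strength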
# PAX8 inh HTS – PAX8 transcriptional activity inhibition; RMG-I TPO-luciferase reporter, SteadyGlo, 24 h; inhibition, % at 12.6 µM; hit rate 1.2% among 360,000;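 active = mean replicate inhibition at least 60% with every replicate also reaching 60%; inconclusive = only one of the two criteria is met; inactive = mean below 60% and not all replicates reaching 60%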;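 note: luciferase light reporting Pax8 driven TPO promoter activity; plate controls were median of neutral control wells for no effect and mitoxantrone controls for full effect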
# ARNT TACC3 PPI – ARNT/TACC3 interaction disruption; Q9Y6A5; AlphaScreen His-ARNT PAS-B/GST-TACC3 binding, luminescence; TACC3 fragment carries E629A point mutation; inhibition, % at 9.99 µM; hit rate 0.66% among 390,000;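 active = mean inhibition of replicates at least 50% and at least half of replicates each reaching 50%; inconclusive = half or more replicates reach 50% but mean below 50%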;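 note: 0% = complete ARNT plus TACC3 wells and 100% = ARNT alone without TACC3; many hits fall short of the cut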
# C2C12 statin – protects C2C12 myotubes from simvastatin toxicity | ATP luminescence, 48 h; scaled: DMSO 0, geranylgeraniol control 100 | rescue of ATP level, % at 7.49 µM | hit rate 0.78% among 330,000;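 active = mean ATP rescue above about 67%, or every replicate alone reaching that limit, limit read from the data, passing the limit was not always enough; inconclusive = no clear call, values can overlap the other calls; inactive = mean under the limit and some replicate under it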;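 note: myotubes were challenged with 10 µM simvastatin during compound exposure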
# PGC1a acetyl inh – PGC1a acetylation modulation, inhibitor mode | U2OS PGC1a acetylation, AlphaScreen anti-acetyl-lysine; with virally co-expressed GCN5 acetyltransferase | inhibition, % at 15.6 µM | hit rate 0.17% among 350,000;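 active = every replicate shows inhibition of at least 40%; inconclusive = mean inhibition at least 40% but some replicate below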;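 note: 0% = neutral control wells and 100% = positive control wells; some results beyond the cut were filed as inactive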
# Cneo AK release – causes C. neoformans cell lysis; adenylate kinase release luminescence, 4 h; normalised: neutral wells 0, clomiphene wells 100; lysis activity, % at 15 µM; hit rate 0.2% among 360,000; AID 651654;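 active = mean lysis activity across replicates of at least 80%, whatever share of replicates individually reach that level; inactive = mean lysis activity below 80%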
#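 Material: C. neoformans cells; Schedule: 4 h static compound exposure, 37 °C, read 1 h post-reagent; Measured by: adenylate kinase release luminescence; Read-out: signal increase indicating cell lysis; Controls: Clomiphene as positive lysis control.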
# An asterisk follows results filed as active; ? = inconclusive; nt = no result given; & = joins results of further samples.
SMILES,PglD inh,GSIS activator,LGR2 antag,PAX8 inh HTS,ARNT TACC3 PPI,C2C12 statin,PGC1a acetyl inh,Cneo AK release
CCc1c(C)nc2c(-c3ccccc3OC)c(C)[nH]n2c1=O,-5,-6,7,-33,0,-3,-13,3
O=c1oc2ccccc2c2c1nc(C(F)(F)F)n2-c1ccccc1,0,nt,nt,nt,-2,6,nt,-2
COc1ccc(CN(C)C[C@@H]2Oc3ccc(NC(=O)CCC(F)(F)F)cc3CC(=O)N([C@H](C)CO)C[C@H]2C)cc1,7,1,6,-4,-8,102*,-17,2
CC(C)C(=O)NN1c2ccccc2CCc2ccccc21,1,3,8,-7,-3,nt,-1,0
CCCCn1c(Cl)nc2c1c(=O)n(C)c(=O)n2C,4,nt,nt,nt,-5,nt,-2,-1
CN(Cc1cn(C)nc1-c1cccc(Cl)c1)C1CCOCC1,nt,-2,-2,-8,-2,nt,nt,nt
C[C@@H]1CN([C@@H](C)CO)C(=O)c2cc(Br)cnc2O[C@H]1CN(C)S(=O)(=O)c1ccccc1,0&1,-10&1,7&5,9,-13&-11,-5&11&14,-8&4&2,0&0&-1
COc1ccc(-c2ccc3nncn3c2)cn1,3,0,10,0,nt,-2,-4,2
COc1ccccc1NS(=O)(=O)c1cccc(NC(=O)c2cc3ccccc3oc2=O)c1,nt,9,-41,-167,-23,nt,11,nt
Cc1ccccc1OCCCC(=O)Nc1ccc(S(=O)(=O)Nc2onc(C)c2C)cc1,6,8,16,-5,-6,2,nt,5
Cc1ccc(CNC(=O)c2ccc3c(=O)n(CC4CCCO4)c(=S)[nH]c3c2)cc1 (stereo not given),1,-31,nt,nt,-1,51,-5,0
COc1cc(SC)ccc1C(=O)OCC(=O)NC(=O)NC(C)C,nt,-7,-1,1,9,nt,nt,nt
CCONc1ncnc2nonc12,-10,6,3,3,nt,6,nt,0
CCS(=O)(=O)NCC[C@H]1CC[C@H](NC(=O)C2CC2)[C@H](CO)O1,nt,6,2,-39,nt,nt,-5,nt
Cc1cc(C(=O)COc2nncc3ccccc23)c(C)n1C,4,nt,nt,nt,-4,0,3,21
O=c1[nH]c(CN(CCO)CCO)nc2c1C1(CCCCC1)Cc1ccccc1-2,4,-15,28,nt,3,15,11,0
CNC[C@@H]1Oc2ccc(NC(=O)CCN3CCOCC3)cc2CC(=O)N([C@@H](C)CO)C[C@@H]1C,2,-3,10,-17,15,10,3,0
S=C1N(c2ccccc2)CN(C2CCCCC2)CN1c1ccccc1,-1,6,6,-23,-20,-10,7,3
COc1ccc(CN2CCNC(=O)C2CC(=O)N(C)CCc2cnn(C)c2)c(F)c1 (stereo not given),5,23,-5,2,0,5,0,-3
C[C@H]1CN([C@@H](C)CO)C(=O)c2cccc(NS(=O)(=O)c3ccc(F)cc3)c2O[C@H]1CN(C)C(=O)Nc1ccccc1,3,6,-2,nt,-4,-37,-10,-1
O=C1CC(c2ccc(F)cc2)Sc2nc(C34CC5CC(CC(C5)C3)C4)nn21 (stereo not given),nt,-2,-7,5,6,nt,nt,nt
O=c1c2ccccc2ccc2ccccc12,-1,-6,-36,-49,-2,0,nt,1
COc1ccc(Cl)cc1NC(=O)NCC1CCN(Cc2cc(C)ccc2C)CC1,2,-8,12,39,4,-19,4,-1
Cc1ccc(S(=O)(=O)N2CCC(C(=O)Nc3ccccc3N3CCCCC3)CC2)cc1,-1,20,0,nt,6,65,-32,-6
CCOC(=O)CSc1nc(C)c2cc(C)c(C)cc2n1,-1,nt,nt,6,-10,4,nt,-1
O=C(COC(=O)c1ccccc1)NC1CCCC1,9,-11,-43,0,-5,3,-1,1
Cc1ccnc(NC(=O)CCC(=O)N(CC(=O)NC2CCCCC2)C2CCCC2)c1,-1,1,-5,2,-5,nt,-5,-1
C[C@H]1CN([C@@H](C)CO)C(=O)c2cc(Br)cnc2O[C@H]1CN(C)C(=O)Cc1ccccn1,-2&1,13&33,-11&9,-5,2,-2,-12&6,1&-2
COc1ccc(S(=O)(=O)N[C@H]2C=C[C@H](CC(=O)NCCc3ccccc3)O[C@H]2CO)cc1,-1,0,-9,-7,-14,-2,3,-1
CC(=O)c1ccc(-c2cnc3c(NC=O)cc(-c4cccc(C(=O)N(C)C)c4)cn23)cc1,3,nt,-18,16,nt,-4,-36,0
CC1=Nc2ccc(Br)cc2C(c2ccccc2)N1CC(=O)O (stereo not given),-8,-3,-18,-2,-5,3,-1,-2
C[C@@H]1CCCCO[C@@H](CN(C)C)[C@@H](C)CN([C@@H](C)CO)C(=O)c2cc(NC(=O)C3CCCCC3)ccc2O1,-1,4,7,-3,-11,-8,29,-3
C[C@H]1CCCCO[C@@H](CN(C)C(=O)Nc2ccc3c(c2)OCO3)[C@@H](C)CN([C@@H](C)CO)C(=O)c2cc(NC(=O)NC3CCCCC3)ccc2O1,0,-1,?,-3,7,nt,14,-15
Cc1cccc(C(C)C)c1NC(=O)COC(=O)c1cc2ccccc2oc1=O,2,nt,-3,-34,5,8,2,1
Cc1nnc(SC(C)C(=O)NCC2CCCO2)s1 (stereo not given),2,10,-18,-12,1,4,0,4
COc1ccc(NC(C)=O)cc1NC(=O)c1ccc(Cl)cc1,4,15,23,11,-2,-5,nt,-1
CC(=O)Nc1ccc(S(=O)(=O)N(C)CC(=O)NCCC2=CCCCC2)cc1,0,0,6,9,10,-6,3,4
CCOC(=O)c1ccc(NC(=O)c2c(C)[nH]c(C(=O)OCC)c2C)cc1,7,nt,nt,nt,6,-12,5,1
COc1ccccc1C(=O)NCCC(=O)NCCCSc1ccccc1,-1,-5,-13,1,-20,-1,-1,6
COCCn1c(Cc2ccccc2)nnc1SCC(=O)NC1CCCCC1,1,7,4,12,-4,5,nt,0
O=S(=O)(c1ccccc1)N1CCC(O)(CSc2ccc(Cl)cc2)CC1,-2,nt,nt,nt,-1,nt,0,1
C[C@@H]1CCCCO[C@@H](CN(C)C)[C@H](C)CN([C@@H](C)CO)C(=O)c2cc(NC(=O)Nc3cccc4ccccc34)ccc2O1,0,15,5,11,-5,36,-10,2
O=C(COc1ccc(Cl)cc1Br)N1CCN(S(=O)(=O)c2ccccc2)CC1,-4,-25,4,23,-5,31,-2,2
Cc1ccc(-c2nn(-c3ccccc3)cc2/C=N/n2c(-c3ccncc3)n[nH]c2=S)cc1,-2,10,-8,-22,1,nt,12,-1
CCS(=O)(=O)NCC(c1cccnc1)N1CCN(c2ccccc2F)CC1 (stereo not given),-3,nt,nt,nt,4,2,14,-3
N#CCC(=O)Nc1ncc(Cc2ccccc2Cl)s1,nt,6,8,-4,-2,-9,0,nt
O=C(Nc1cccc(N2C(=O)C=CC2=O)c1)c1cccs1,7,13,13,66*,-4,-252,-20,-2
CC(=O)Nc1ccc(NC(=O)CSc2nnc3ccc(-c4ccccn4)nn23)cc1,nt,12,3,11,-3,nt,nt,nt
CC(C)NC(=O)N(C)C[C@H]1Oc2c(NC(=O)C3CCOCC3)cccc2C(=O)N([C@@H](C)CO)C[C@@H]1C,6,9,-23,-6,-4,-14,-2,44
COCCSc1ccccc1C(=O)Nc1nccs1,-1,-4,3,nt,-6,-6,2,4

# Compound profiles (already shown).
# Results for Cc1ccnc(NC(=O)CCC(=O)N(CC(=O)NC2CCCCC2)C2CCCC2)c1 → PglD inh = -1; GSIS activator = 1; LGR2 antag = -5; PAX8 inh HTS = 2; ARNT TACC3 PPI = -5; C2C12 statin = nt; PGC1a acetyl inh = -5; Cneo AK release = -1
# Results for CC(C)C(=O)NN1c2ccccc2CCc2ccccc21 → PglD inh = 1; GSIS activator = 3; LGR2 antag = 8; PAX8 inh HTS = -7; ARNT TACC3 PPI = -3; C2C12 statin = nt; PGC1a acetyl inh = -1; Cneo AK release = 0

# Individual results from above.
# In GSIS activator, `CC(=O)Nc1ccc(NC(=O)CSc2nnc3ccc(-c4ccccn4)nn23)cc1` reads 12
# In ARNT TACC3 PPI, `COCCSc1ccccc1C(=O)Nc1nccs1` reads -6

# Next entries follow:
SMILES,PglD inh,GSIS activator,LGR2 antag,PAX8 inh HTS,ARNT TACC3 PPI,C2C12 statin,PGC1a acetyl inh,Cneo AK release
CC(C)C1CC(CCNCc2ccc3c(c2)OCO3)(c2ccccc2)CCO1 (stereo not given),nt,-22,2,7,3,-3,-14,nt
CCC1=NN(C(=O)c2ccc(C)cc2)C(O)(c2ccc(Br)cc2)C1 (stereo not given),3,-28,-12,-35,-5,nt,10,-3
Cc1ccc(CNC(=O)COC(=O)c2ccc(S(=O)(=O)NCc3ccco3)cc2)cc1,-7,-19,-7,-2,1,1,8,0
CCCCN(CC)Cc1ccc(CNC(=S)Nc2ccccc2F)o1,nt,-16,-11,-1,2,nt,12,nt
CCCCn1c(NC(=O)CC)c(C#N)c2nc3ccccc3nc21,-4,nt,nt,9,nt,nt,9,3
C[C@@H]1CN([C@@H](C)CO)C(=O)c2cc(C#CC3CCCC3)cnc2O[C@@H]1CN(C)S(C)(=O)=O,4,9,11,nt,-10,0,2,-3
CC(=O)N(Cc1c(C#N)c2ccccc2n1C)c1ccccc1,3,nt,nt,nt,-4,10,-2,1
CN1CCc2c(c3ccccc3n2C)C1,0,nt,nt,-8,0,6,-6,-1
Cc1c(Br)cnn1C(C)C(=O)N1CCN(c2ccccc2F)CC1 (stereo not given),4,-6,4,4,-8,-5,nt,0
O=C(COC(=O)Cc1ccc(Br)cc1)NCC1CCCCC1,nt,-25,-2,2,3,nt,nt,nt
O[C@H]1C[C@H](c2ccc(Cl)cc2)N(CC2CCCCC2)C[C@@H]1n1cc(-c2ccc(F)cc2)nn1,-5,12,5,-22,nt,7,5,-1
C[C@@H]1CN([C@H](C)CO)C(=O)c2cccc(N(C)C)c2O[C@@H]1CN(C)Cc1ccncc1,-2,12,6,5,4,18,4,0
C[C@H]1CN([C@@H](C)CO)C(=O)c2cc(C#Cc3ccc(F)cc3)cnc2O[C@@H]1CN(C)C,3,-3,20,nt,4,6,5,6
C[C@@H]1CCCCO[C@H](CN(C)CC2CCCCC2)[C@H](C)CN([C@H](C)CO)C(=O)c2cc(NC(=O)Nc3cccc4ccccc34)ccc2O1,9,-19,-6,5,19,nt,-17,0
C[C@@H]1CCCCO[C@H](CN(C)C(=O)C2CCCCC2)[C@@H](C)CN([C@@H](C)CO)C(=O)c2cc(NS(C)(=O)=O)ccc2O1,0,-18,1,-11,-4,-62,-20,-1
CCOC(=O)N1CCC(Nc2c(NCCN3CCN(c4ccccc4F)CC3)c(=O)c2=O)CC1,8&-7,4&2,-5&-15,2&-11,26&-4,0&-11,-11&5,0&0
Cc1ccc(S(=O)(=O)CC(=O)NC(C)(C)C)cc1,-9,nt,nt,nt,-3,26,nt,1
Cc1cccc(NC(=O)c2cccc(S(=O)(=O)Nc3c(C)n(C)n(-c4ccccc4)c3=O)c2)c1,0,-30,6,12,17,8,nt,-1
O=C1NCCN(CC2CCN(CCc3ccccc3)CC2)C1=O,-1,0,-18,-4,nt,3,-11,1
CCN(CC)CCNc1cc(C)c(C#N)c2nc3ccccc3n12,-4,4,6,-24,-3,-1,1,3
Cn1c(Cc2cccs2)nnc1SCC(=O)Nc1ccc(F)cc1F,-4,4,1,nt,-3,0,nt,0
O=C(COc1ccc(-c2ccccc2)cc1)N1CCN(S(=O)(=O)Cc2ccccc2)CC1,2,nt,nt,-7,nt,-61,-1,5
CCn1c(-c2c[nH]c3ccccc23)n[nH]c1=S,8,15,-4,nt,3,13,-1,1
